# FAS-TE inh = FAS thioesterase (human) inhibition; P49327; recombinant FAS-TE, OMFH fluorogenic substrate, fluorescence endpoint; inhibition, % at 15 µM; actives 0.67% (n = 360,000); AID 602261;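 active means compounds whose normalised, plate-corrected inhibition of enzyme fluorescence in the single-dose primary screen is 50% or more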;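 further: 0% = DMSO with enzyme and 100% = substrate without enzyme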
# eLon inh = inhibitors of E. coli Lon protease. P0A9M0. purified E. coli Lon protease, fluorescence polarization. inhibition, % at 7.94 µM. actives 0.42% (n = 360,000); in the data active means inhibition above about 13%, passing the limit was not always enough;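 further: 0% = enzyme with probe and DMSO and 100% = no enzyme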
# CendR NRP1 mod = NRP-1/CendR interaction modulation. actives 0.85% (n = 360,000). FAM-RPARPAR peptide binding to NRP-1, fluorescence polarization. O14786. AID 602438. inhibition, % at 25 µM;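 active means inhibition or corrected inhibition above about 18%, plus a signal ratio from 0.5 to 1.5, limit read from the data, passing the limit was not always enough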; further: strong numbers were not always called active
# Neddylation inh = cullin neddylation inhibition; TR-FRET cullin neddylation, biochemical; calls only at 25 µM; actives 0.58% (n = 360,000); AID 651699; in the data active means inhibition above about 36%
# Target sequence (P61081 whole entry, looked up): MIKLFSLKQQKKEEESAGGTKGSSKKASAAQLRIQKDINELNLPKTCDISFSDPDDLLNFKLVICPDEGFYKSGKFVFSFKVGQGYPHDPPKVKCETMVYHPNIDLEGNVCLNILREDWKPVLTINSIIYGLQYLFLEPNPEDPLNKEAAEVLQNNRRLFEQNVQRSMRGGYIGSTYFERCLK
# Target sequence (Q13564 whole entry, looked up): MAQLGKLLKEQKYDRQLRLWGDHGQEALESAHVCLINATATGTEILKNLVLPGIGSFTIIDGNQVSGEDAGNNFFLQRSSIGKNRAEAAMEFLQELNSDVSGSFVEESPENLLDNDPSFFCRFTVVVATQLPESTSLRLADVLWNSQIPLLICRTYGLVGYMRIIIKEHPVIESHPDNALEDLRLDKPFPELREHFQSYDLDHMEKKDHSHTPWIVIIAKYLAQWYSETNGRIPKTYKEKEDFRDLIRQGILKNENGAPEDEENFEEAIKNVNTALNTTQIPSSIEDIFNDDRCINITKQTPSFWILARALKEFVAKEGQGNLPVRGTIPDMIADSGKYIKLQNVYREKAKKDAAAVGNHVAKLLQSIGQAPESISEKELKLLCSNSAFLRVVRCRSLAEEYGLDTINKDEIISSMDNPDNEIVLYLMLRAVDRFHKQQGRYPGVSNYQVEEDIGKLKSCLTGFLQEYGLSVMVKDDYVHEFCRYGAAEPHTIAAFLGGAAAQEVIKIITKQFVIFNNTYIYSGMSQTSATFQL
# SKN-1 block = blocks SKN-1 activity in C. elegans; C. elegans VP596 Pgst-4::GFP/RFP ratio, acrylamide-induced, 24 h; inhibition, % at 21.8 µM; actives 0.49% (n = 360,000);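 active means interference check ratio from 0.5 to 1.5 plus GFP to RFP signal ratio inhibition reaching or exceeding a fixed threshold, cut at about 30% in these data, passing the limit was not always enough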; further: some compounds called inactive have numbers as strong as hits
# bovine MsrA act = activators of bovine methionine sulfoxide reductase A | purified bovine MsrA, absorbance read-out | activation, % at 10.6 µM | actives 0.3% (n = 360,000); in the data active means activation above about 7.5%;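 further: 0% = vehicle and 100% = reference activator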
# MT1-MMP act inh = inhibitors of human MT1-MMP activation; P50281; HT1080 RFP-PRO-GFP cells, GFP/RFP ratio fluorescence, overnight; percent of plate control window, DMSO zero; GFP/RFP ratio change, % at 20 µM; actives 0.061% (n = 360,000); AID 651647;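 active means GFP/RFP ratio change of at least 30% with cell ATP level not reduced by more than half and red fluorescence within 50% of control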; further: strong numbers were not always called active
#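 Assay system: HT1080 cells carrying an RFP-PRO-GFP reporter | Dosing: Single dose of 20 µM compound, 1% DMSO final | Incubation: Cells overnight before dosing, compound overnight, 37 °C, 5% CO2 | Evaluation: GFP/RFP fluorescence ratio | Control set: DMSO and RFP-L50D-GFP cell wells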
# Rin1-Abl PPI inh = inhibitors of human Rin1-Abl protein interaction | TR-FRET Rin1/Abl binding, biochemical | actives 0.4% (n = 360,000) | inhibition, % at 7.35 µM; in the data active means inhibition above about 5%, passing the limit was not always enough
# PABP1 MLLE inh = blocks PAM2 peptide binding to the PABP1 MLLE domain | P11940 | GST-MLLE / FITC-PAM2 fluorescence polarization | inhibition, % at 20 µM | actives 0.36% (n = 360,000) | AID 588489; in the data active means inhibition above about 35%, passing the limit was not always enough;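 further: plate controls were DMSO wells with GST-MLLE for no effect and wells lacking GST-MLLE protein for full effect; some results filed as inactive read as strong as hits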
# * = called active by the depositor; i = inactive; . = not tested or not shown. Rows are unselected, and some 4% of all compounds hit somewhere here.
nr	Compound	FAS-TE inh	eLon inh	CendR NRP1 mod	Neddylation inh	SKN-1 block	bovine MsrA act	MT1-MMP act inh	Rin1-Abl PPI inh	PABP1 MLLE inh
1	COc1ccc(N2CCN(C(=O)CSc3nnc4n3C(C)(C)Cc3ccccc3-4)CC2)cc1	-4	-5	5	i	13	-1	-2	-2	-3
2	CS(=O)(=O)N1CCC(C(=O)N2CCN(c3ccc(F)cc3)CC2)CC1	-6	-1	13	i	10	-2	2	-1	-1
3	COc1ccc(-n2ncc3c2CC(C)(C)CC3NC(=O)c2cnc(C)cn2)cc1 (centres undefined)	-2	1	17	i	12	-4	2	1	2
4	O=C(Nc1cccc(Cl)c1N1CCCCC1)c1ccc(N2CCOCC2)c([N+](=O)[O-])c1	-4	4	-7	i	0	-8	14	6	-4
5	CC(C)(C)NC(=O)CSCc1c(Cl)cccc1Cl	0	-9	2	i	6	-4	5	-1	-5
6	COc1cccc(NC(=O)/C=C/c2ccc([N+](=O)[O-])cc2)c1	18	-6	-1	i	8	-2	10	-2	-3
7	CC(CCc1ccccn1)(CCc1ccccn1)C(=O)c1ccccc1	-2	-14	8	i	12	-3	-1	5	-1
8	CCOC(=O)C1CCN(C(=O)c2ccc(Cl)c(S(=O)(=O)N3CCOCC3)c2)CC1	-7	-5	-10	i	2	-3	2	1	-1
9	CC(C)Oc1ccc2ccccc2c1C=O	1	0	-11	i	6	-6	-2	-2	8
10	O=c1oc2ccc3ccccc3c2cc1-c1nnc(-c2cccs2)o1	2	-6	-38	.	1	2	8	0	-12
11	O=C1[C@H]2[C@@H](c3ccc(F)cc3)N3C(=O)N(c4ccc(Br)cc4)C(=O)[C@@]3(Cc3ccc(Cl)cc3)[C@H]2C(=O)N1C1CCCCC1	94*	-21	-2	i	-1	-2	0	2	-6
12	O=C(COC(=O)c1ccccc1O)NCCc1c[nH]c2ccccc12	5	-13	0	i	1	-9	3	-2	1
13	COCCn1c(CN2CCN(c3ccccc3)CC2)nc2c1c(=O)n(C)c(=O)n2C	8	0	12	i	4	-1	2	1	0
14	Cc1ccc(OCC(=O)N/N=C\c2c(C)n(C)c3ccccc23)c([N+](=O)[O-])c1	22	-7	2	i	-7	-9	3	-1	2
15	Cc1ccccc1NC(=O)c1cc(S(=O)(=O)Nc2cccc(C(=O)O)c2)ccc1Cl	-2	-1	4	i	-10	1	1	7	0
16	CCOC(=O)C1CCCN(C(=O)c2cc(C(C)(C)C)nn2C)CC1 (centres undefined)	-9	-3	0	i	-17	0	-1	-5	8
17	CC(=O)C[C@H](O)CC(=O)[C@H]1OC(=O)[C@@H](C)C/C=C\Cc2ccccc21	-8	-7	8	i	-16	-3	1	-2	-12
18	CCc1nc2ccccc2n1Cc1ccc(OC)c(OC)c1	-1	0	7	i	8	-1	-5	-4	4
19	O=C(CCC1CCCC1)Nc1ccc(C(=O)NCc2cccnc2)cc1	-7	3	-13	i	-6	-8	5	2	14
20	COc1ccc(NS(=O)(=O)c2ccc(S(=O)(=O)N3CCOCC3)cc2)cc1	2	0	-16	i	0	-3	3	1	-13

# New compounds follow.
nr	Compound	FAS-TE inh	eLon inh	CendR NRP1 mod	Neddylation inh	SKN-1 block	bovine MsrA act	MT1-MMP act inh	Rin1-Abl PPI inh	PABP1 MLLE inh
21	COc1ccc2c(CC(=O)OCc3nc4ccsc4c(=O)[nH]3)coc2c1	-7	-8	-3	i	-17	-4	1	4	0
22	CCO[C@@H]1OC(C(=O)N2CCOCC2)=C[C@H](C2CCCCC2)[C@H]1CCCO	-14	6	-4	i	1	-2	0	-1	3
23	COc1ccc(N2CCN(C(=O)Cn3cnc4sc(C)c(S(=O)(=O)N5CCOCC5)c4c3=O)CC2)cc1	-4	-3	6	i	6	1	-2	-1	-1
24	CCN(C(C)=O)c1cnc(C=NNC(N)=S)c2ccccc12	-4	0	3	i	12	-9	8	-10	5
25	Cn1c(CN2CCCCC2)nc2cc(NC(=O)c3ccc(Cl)cc3)ccc21	-7	-2	-9	i	7	0	-7	0	7
26	CC(C)OP(=O)(CCP(=O)(OC(C)C)OC(C)C)OC(C)C	-2	17*	-4	i	7	-7	6	-1	-8
27	CCNC(=S)N/N=C/c1ccc(OCC(=O)Nc2ccc(OC)cc2)c(OC)c1	-4	0	1	i	-3	-5	-6	1	6
28	CCOC(=O)CC1=NN(c2ccccc2)C(=O)/C1=C\c1ccc(N(C)C)cc1	-5	-1	-13	i	10	-8	0	2	-53
29	CSc1nc(NC(C)(C)C)nc(Oc2ccc(=O)[nH]n2)n1	-7	-2	5	i	-16	-1	-2	-4	-9
30	O=C(O)c1cc(-c2ccco2)nc2cc3ccccc3cc12	-7	-16	-132	i	13	-7	-9	-4	-3
31	CCOC(=O)N1CCN(C(=O)c2cn(C)c3ccc(S(=O)(=O)N4CCOCC4)cc3c2=O)CC1	-5	-3	16	i	10	-3	3	3	-1
32	CSc1ccc(CNCCCSc2ncccn2)cc1	-5	-9	-10	i	-2	-9	4	1	2
33	Cn1c(Cn2cnc([N+](=O)[O-])n2)nnc1SCC(=O)Nc1ccc(Br)cc1	1	-8	-3	i	-1	2	4	3	-2
34	Cc1ccc(S(=O)(=O)N2CCCC(NC(=O)N3CCN(c4ccccc4)CC3)C2)cc1 (centres undefined)	10	0	-11	i	-21	-3	-2	-2	16
35	COc1ccc(Br)c(Cn2c(C)c(C(=O)NCc3cccs3)sc2=O)c1	20	2	-7	i	11	0	2	-1	6
36	CN(CC(=O)Nc1ccc(Cl)c(Cl)c1)C(=O)CC1OC(=O)c2ccccc21 (centres undefined)	14	7	-8	i	6	-5	2	0	-5
37	Cc1ccc(N2C(=O)CSC2c2cccs2)cc1 (centres undefined)	-5	-6	6	i	7	-1	2	-1	3
38	OCCC1CN(Cc2ccccc2-c2ccco2)CCN1C1CCCC1 (centres undefined)	-2	2	-1	i	7	0	-1	-2	-1
39	COc1ccc(C(=O)NCCSC2CCCCC2)cc1	3	-6	2	i	-5	-12	0	0	-10
40	CCCCCCn1c(COc2ccccc2F)nnc1SCC(=O)NC1CCS(=O)(=O)C1 (centres undefined)	8	-4	-6	i	7	-2	1	3	-15

# Quoted at random: 4 entries already listed, in no set order.
nr	Compound	FAS-TE inh	eLon inh	CendR NRP1 mod	Neddylation inh	SKN-1 block	bovine MsrA act	MT1-MMP act inh	Rin1-Abl PPI inh	PABP1 MLLE inh
32	CSc1ccc(CNCCCSc2ncccn2)cc1	-5	-9	-10	i	-2	-9	4	1	2
12	O=C(COC(=O)c1ccccc1O)NCCc1c[nH]c2ccccc12	5	-13	0	i	1	-9	3	-2	1
39	COc1ccc(C(=O)NCCSC2CCCCC2)cc1	3	-6	2	i	-5	-12	0	0	-10
3	COc1ccc(-n2ncc3c2CC(C)(C)CC3NC(=O)c2cnc(C)cn2)cc1 (centres undefined)	-2	1	17	i	12	-4	2	1	2

# Next section
nr	Compound	FAS-TE inh	eLon inh	CendR NRP1 mod	Neddylation inh	SKN-1 block	bovine MsrA act	MT1-MMP act inh	Rin1-Abl PPI inh	PABP1 MLLE inh
41	Cc1ccc(S(=O)(=O)N2CCCC2)cc1C(=O)NCc1ccccn1	-2	-3	9	i	-29	-5	-3	5	-3
42	CCCN(Cc1cc2cc(C)ccc2[nH]c1=O)C(=O)c1ccccn1	-5	5	2	i	6	-4	2	-3	2
43	COC(=O)c1ccccc1OS(=O)(=O)N(C)C	-8	-2	6	i	-7	-14	3	3	0
44	CC/C(=C\C(=O)c1cccnc1)Nc1ccc(C)c(C)c1	-1	7	8	i	-3	-5	-4	2	-78
45	COc1ccc(OC)c(C(C)NC(=O)C23CC4CC(CC(C4)C2)C3)c1 (centres undefined)	10	-5	8	i	-2	-7	2	-2	0
46	NC(=O)c1c(N)sc2c1CCC2	-7	4	21	i	14	-14	-11	3	29
47	CC(C)C[C@H]1CN([C@@H](CC(C)C)CN2CCCC2CN2C(=S)NC[C@@H]2Cc2ccc(O)cc2)C(=S)N1CCc1ccccc1 (some centres undefined)	-94	-9	-7	i	-8	-5	-1	-1	-10
48	Cc1ccc(S(=O)(=O)N2CCCC2C(=O)Nc2ccc(O)cc2)cc1 (centres undefined)	-4	-7	10	i	2	1	4	-2	18
49	O=C(Cc1cccs1)N1CCN(c2nc(-c3ccc(Cl)cc3)cs2)CC1	25	-4	-4	i	18	3	0	3	21
50	Cc1ccc2cc(CN(C(=O)c3ccco3)c3ccccc3C)c(=O)[nH]c2c1	-3	-6	-6	i	-2	-5	-4	1	10
51	Cc1ccc(/C=C/C2=NN(Cc3ccc(Cl)c(Cl)c3)C(=O)CC2)cc1	32	1	-3	i	-6	-5	2	-4	0
52	Cc1csc(NC(=O)c2ccc(OCC3CCCO3)cc2)n1 (centres undefined)	-4	-5	-2	i	9	-1	3	-4	8
53	Cc1cc(C)c2c(n1)sc1c(=O)n(Cc3ccccc3Cl)nnc12	34	-1	-16	i	-1	-6	8	2	-1
54	CCNC(=S)NCC	-7	-5	5	i	0	-2	1	2	2
55	CC(C)(C)NC(=O)C(c1cccs1)N(C(=O)C(=O)NC1CCCC1)c1ccccc1F (centres undefined)	-8	5	-1	i	-3	-9	0	-1	-6
56	O=C(CSc1nc(-c2ccccc2)ns1)NCC1CCCO1 (centres undefined)	0	-9	13	i	1	-9	3	-1	25
57	COc1cccc(C(=O)NC2CCCc3ccccc32)c1OC (centres undefined)	4	-3	2	i	0	-2	-2	-1	4
58	Cc1ccc(C(C)n2cc(C(=O)NCc3ccccn3)nn2)cc1 (centres undefined)	-7	-3	-3	i	1	-8	-3	1	6
59	Cc1ccc(-c2nc(NC(=O)CSc3cc(C)c4ccccc4n3)ns2)cc1	14	0	-24	i	-5	1	-2	2	-128
60	COc1ccc(NC(=O)CN2C(=O)NC(C)(Cc3ccc(OC)c(OC)c3)C2=O)cc1 (centres undefined)	-6	4	-15	i	7	-1	2	-5	1

# Following part
nr	Compound	FAS-TE inh	eLon inh	CendR NRP1 mod	Neddylation inh	SKN-1 block	bovine MsrA act	MT1-MMP act inh	Rin1-Abl PPI inh	PABP1 MLLE inh
61	CC1(C(=O)NS(=O)(=O)c2ccc(Cl)s2)CCN1C(=O)Cc1ccc(Cl)cc1Cl (centres undefined)	-5	-6	-5	i	8	-7	1	1	-1
62	COc1cc(NS(=O)(=O)c2ccc(NC(=O)COc3ccccc3C)cc2)nc(OC)n1	-4	4	-6	i	17	-2	5	-1	12
63	Cc1ccc(S(=O)(=O)NCCCNS(=O)(=O)c2ccc(C)cc2)cc1	-6	-4	-5	i	6	-2	-3	-2	5
64	CN(C)c1ccc(S(=O)(=O)N(C)C)cc1[N+](=O)[O-]	-2	5	-4	i	4	-4	-1	-1	4
65	COc1ccc(-n2nnnc2SCC(=O)c2ccc(OC)c(OC)c2)cc1	8	-5	14	i	-8	7	1	1	-57
66	Clc1ccc2[nH]c(-c3ccccc3)cc2c1	28	-6	7	i	-5	-4	-6	-1	0
67	COCCNC(=O)c1c(CSc2ccc(Cl)cc2)noc1C(=O)NCc1ccccc1	19	1	-2	i	26	0	-2	0	6
68	CCN(CC)P1(=O)OC(c2cc(OC)c(OC)c(OC)c2)=Nc2c1c(C)nn2-c1ccccc1 (centres undefined)	1	-12	2	i	-3	2	3	0	0
69	CC(C)C1C(=O)N(Cc2cn(CCC3OCCCO3)nn2)CCS(=O)(=O)N1Cc1ccc(-c2ccc(Cl)nc2)cc1 (centres undefined)	10	-5	-8	i	-12	-7	5	2	-4
70	CC(C)(C)OC(=O)C[C@@H]1C/C=C\C[C@H](CC(=O)N(CCO)Cc2ccccc2)C(=O)N[C@@H](Cc2ccccc2)COC1=O	-9	-2	22	i	-12	-1	-1	-1	2
71	CC(=O)C1=C(O)C(=O)N(CCC(=O)O)C1c1ccccc1[N+](=O)[O-] (centres undefined)	-5	-6	-6	i	9	-7	-4	2	17
72	O=C(Nc1cccc(Cl)c1)C1COc2ccccc2O1 (centres undefined)	14	-9	6	i	-3	-1	2	0	9
73	CCCSc1nc2sc3c(c2c(=O)[nH]1)CCN(Cc1ccccc1)C3	-38	-114	-152	i	-4	6	-83	-3	-62
